Source: PubChem
TCR act: activates T cell receptor signaling; primary human leukocytes, anti-CD3, IL-2 HTRF, 48 h; Potency, µM (top dose mostly 9.22 µM), without a hit: at the highest dose activation of IL-2 secretion, hits mostly activators; 330,000 tested, under 10 active; also: % of control where 0% means no effect
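TCR engagement came from a-CD3 beads alone, with compounds added to primary human leukocytes for 48 hr. Secreted IL-2 bridged europium cryptate- and d2-labelled anti-IL-2 antibodies, giving FRET emission at 665nm after 320nm excitation.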
Giardia kill: kills Giardia lamblia | 340,000 compounds, 0.15% hits | activity change, % at 7.66 µM, hits read low | Giardia lamblia trophozoite viability; in the data active = activity change below about -80%; inconclusive = between about -30% and that limit;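 also: parasites exposed to compound for two days anaerobically before the ATP read; % is scaled to controls: 0 for no effect and ±100 for the full control effect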
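Luminescence from cellular ATP indicates surviving trophozoites (100 cells/well) following 48 hrs anaerobic compound treatment at 37 deg C; signal develops 15-30 min at room temperature.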
Tb PFK inh: blocks T. brucei phosphofructokinase. AID 485367. T. brucei PFK, ADP-Glo luminescence. 330,000 compounds, 0.17% hits. Potency, µM (top dose mostly 57.5 µM), for inactives: at the highest dose activity, negative = inhibition, actives largely listed as inhibitors;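 also: potency is read from the fitted curve at half-maximal effect; 0% = uninhibited 1x PFK enzyme wells and -100% = no-enzyme wells; nearly all actives have a fitted effect of over 60% in size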
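Activity is normalized to no-enzyme wells (full inhibition) and 1.25 nM enzyme wells (no inhibition). Reaction: 0.5 mM F6P, 0.1 mM ATP, 45 min RT, ADP-Glo luminescence; concentration-response curves fitted and classed by quality.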
A-T KAP1 phos: potential ataxia-telangiectasia treatment. […] A-T fibroblasts, KAP-1 phosphorylation AlphaLISA; neocarzinostatin DNA damage 30 min before lysis. Potency, µM (titrated, usually from 57.5 µM), for the others: at the top dose activation, hits mostly activators. 320,000 compounds, 0.19% hits. AID 485349; also: potency is read from the fitted curve at half-maximal effect; % of control where 0% means no effect; nearly all actives have a fitted effect of over 45% in size
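ATM-like activity read as KAP-1 phosphorylation via AlphaLISA donor/acceptor antibody pairs after lysis and 6 hr at 25C. Cells were ATM-null patient fibroblasts ([…], hTERT), dosed 60 min, then exposed to the DSB inducer NCS for 30 min.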
FBPA coupling cs: counter-screen for Giardia aldolase inhibitors: coupling enzyme system | coupling enzyme system counterscreen, AmpLite Red fluorescence | activity change, negative = inhibition, % at 58.2 µM, hits read low | 290,000 compounds, 0.67% hits | AID 2472; in the data active = activity change below about -30%; also: % is scaled to controls: 0 for no effect and ±100 for the full control effect
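Counterscreen of the coupled detection system alone, without aldolase: glyceraldehyde-3-phosphate coupling enzymes plus AmpLite Red readout. Compounds at 57.5 uM final, 10 min RT preincubation, 20 min RT reaction, fluorescence 525/598 nm.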
hERG WT inh: inhibitors of human wildtype KCNH2 potassium channel; Q12809; U2OS, BacMam KCNH2, thallium flux FluxOr; hits give low values; activity change, % at 1.84 µM; 340,000 compounds, 0.37% hits; AID 720551;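 active = maximum activity change below -70%; inconclusive = maximum activity change between -70% and -50%; inactive = maximum activity change above -50%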; also: % is scaled to controls: 0 for no effect and ±100 for the full control effect
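U2OS cells were transduced with wild-type KCNH2 virus (2.03 x 10^8 / mL) for 4 h at room temperature, then cultured overnight at 37 C. Thallium flux was read with FluxOr dye. Rate constants were normalized to DMSO controls.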
TSHR antag: blocks TSH signaling through the human TSH receptor. TSHR-expressing cells, TSH-stimulated cAMP HTRF, 2 h; hits give low values. activity change, negative = inhibition, % at 11.5 µM. 330,000 compounds, 0.2% hits;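 active = activity change below a set negative limit, meaning inhibition stronger than a set level, cut at about -70% in these data; inconclusive = activity change between two set negative limits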; also: % is scaled to controls: 0 for no effect and ±100 for the full control effect
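TSHR-expressing cells, 200/well, pre-treated with compound, then stimulated with EC80 TSH (4nM final) for 2 hours at 37 deg C. cAMP measured by competitive HTRF: anti-cAMP cryptate antibody in lysis buffer plus cAMP-d2, read after 30 minutes at room temperature.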
GALK inh: galactokinase (human) inhibition. P51570. Purified GALK, Kinase-Glo residual ATP luminescence. Potency, µM (doses to about 57.5 µM), without a hit: at the top dose activity change, negative = inhibition, most hits filed as inhibitors. 270,000 compounds, 0.007% hits; also: potency is read from the fitted curve at half-maximal effect; % is scaled to controls: 0 for no effect and ±100 for the full control effect
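Luminescence from leftover ATP (Ultra-Glo luciferase/luciferin) served as read-out after a 1 h room-temperature reaction of 5 nM GALK with 35 uM ATP and 100 uM galactose.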
MLL CXXC-DNA inh: inhibitors of human MLL CXXC domain-DNA interaction; Potency, µM (titrated, usually from 115 µM), inactives show at the top dose activity change, negative = inhibition, actives largely listed as inhibitors; Q03164; 290,000 compounds, 0.037% hits; MLL-CXXC / FITC-HOXA9 DNA fluorescence polarization; active = well fitted inhibition curve with a large enough effect in the polarisation, with a control signal flat, not every such curve was filed as active; inconclusive = small, poorly fitted or top-dose-only effect, or effect the other way, or a change in a side signal; inactive = no such curve, though single readings can be large or run the other way; the % refers to the polarisation; also: potency is read from the fitted curve at half-maximal effect
Target sequence (Q03164 whole entry, looked up, the tested form may be a part): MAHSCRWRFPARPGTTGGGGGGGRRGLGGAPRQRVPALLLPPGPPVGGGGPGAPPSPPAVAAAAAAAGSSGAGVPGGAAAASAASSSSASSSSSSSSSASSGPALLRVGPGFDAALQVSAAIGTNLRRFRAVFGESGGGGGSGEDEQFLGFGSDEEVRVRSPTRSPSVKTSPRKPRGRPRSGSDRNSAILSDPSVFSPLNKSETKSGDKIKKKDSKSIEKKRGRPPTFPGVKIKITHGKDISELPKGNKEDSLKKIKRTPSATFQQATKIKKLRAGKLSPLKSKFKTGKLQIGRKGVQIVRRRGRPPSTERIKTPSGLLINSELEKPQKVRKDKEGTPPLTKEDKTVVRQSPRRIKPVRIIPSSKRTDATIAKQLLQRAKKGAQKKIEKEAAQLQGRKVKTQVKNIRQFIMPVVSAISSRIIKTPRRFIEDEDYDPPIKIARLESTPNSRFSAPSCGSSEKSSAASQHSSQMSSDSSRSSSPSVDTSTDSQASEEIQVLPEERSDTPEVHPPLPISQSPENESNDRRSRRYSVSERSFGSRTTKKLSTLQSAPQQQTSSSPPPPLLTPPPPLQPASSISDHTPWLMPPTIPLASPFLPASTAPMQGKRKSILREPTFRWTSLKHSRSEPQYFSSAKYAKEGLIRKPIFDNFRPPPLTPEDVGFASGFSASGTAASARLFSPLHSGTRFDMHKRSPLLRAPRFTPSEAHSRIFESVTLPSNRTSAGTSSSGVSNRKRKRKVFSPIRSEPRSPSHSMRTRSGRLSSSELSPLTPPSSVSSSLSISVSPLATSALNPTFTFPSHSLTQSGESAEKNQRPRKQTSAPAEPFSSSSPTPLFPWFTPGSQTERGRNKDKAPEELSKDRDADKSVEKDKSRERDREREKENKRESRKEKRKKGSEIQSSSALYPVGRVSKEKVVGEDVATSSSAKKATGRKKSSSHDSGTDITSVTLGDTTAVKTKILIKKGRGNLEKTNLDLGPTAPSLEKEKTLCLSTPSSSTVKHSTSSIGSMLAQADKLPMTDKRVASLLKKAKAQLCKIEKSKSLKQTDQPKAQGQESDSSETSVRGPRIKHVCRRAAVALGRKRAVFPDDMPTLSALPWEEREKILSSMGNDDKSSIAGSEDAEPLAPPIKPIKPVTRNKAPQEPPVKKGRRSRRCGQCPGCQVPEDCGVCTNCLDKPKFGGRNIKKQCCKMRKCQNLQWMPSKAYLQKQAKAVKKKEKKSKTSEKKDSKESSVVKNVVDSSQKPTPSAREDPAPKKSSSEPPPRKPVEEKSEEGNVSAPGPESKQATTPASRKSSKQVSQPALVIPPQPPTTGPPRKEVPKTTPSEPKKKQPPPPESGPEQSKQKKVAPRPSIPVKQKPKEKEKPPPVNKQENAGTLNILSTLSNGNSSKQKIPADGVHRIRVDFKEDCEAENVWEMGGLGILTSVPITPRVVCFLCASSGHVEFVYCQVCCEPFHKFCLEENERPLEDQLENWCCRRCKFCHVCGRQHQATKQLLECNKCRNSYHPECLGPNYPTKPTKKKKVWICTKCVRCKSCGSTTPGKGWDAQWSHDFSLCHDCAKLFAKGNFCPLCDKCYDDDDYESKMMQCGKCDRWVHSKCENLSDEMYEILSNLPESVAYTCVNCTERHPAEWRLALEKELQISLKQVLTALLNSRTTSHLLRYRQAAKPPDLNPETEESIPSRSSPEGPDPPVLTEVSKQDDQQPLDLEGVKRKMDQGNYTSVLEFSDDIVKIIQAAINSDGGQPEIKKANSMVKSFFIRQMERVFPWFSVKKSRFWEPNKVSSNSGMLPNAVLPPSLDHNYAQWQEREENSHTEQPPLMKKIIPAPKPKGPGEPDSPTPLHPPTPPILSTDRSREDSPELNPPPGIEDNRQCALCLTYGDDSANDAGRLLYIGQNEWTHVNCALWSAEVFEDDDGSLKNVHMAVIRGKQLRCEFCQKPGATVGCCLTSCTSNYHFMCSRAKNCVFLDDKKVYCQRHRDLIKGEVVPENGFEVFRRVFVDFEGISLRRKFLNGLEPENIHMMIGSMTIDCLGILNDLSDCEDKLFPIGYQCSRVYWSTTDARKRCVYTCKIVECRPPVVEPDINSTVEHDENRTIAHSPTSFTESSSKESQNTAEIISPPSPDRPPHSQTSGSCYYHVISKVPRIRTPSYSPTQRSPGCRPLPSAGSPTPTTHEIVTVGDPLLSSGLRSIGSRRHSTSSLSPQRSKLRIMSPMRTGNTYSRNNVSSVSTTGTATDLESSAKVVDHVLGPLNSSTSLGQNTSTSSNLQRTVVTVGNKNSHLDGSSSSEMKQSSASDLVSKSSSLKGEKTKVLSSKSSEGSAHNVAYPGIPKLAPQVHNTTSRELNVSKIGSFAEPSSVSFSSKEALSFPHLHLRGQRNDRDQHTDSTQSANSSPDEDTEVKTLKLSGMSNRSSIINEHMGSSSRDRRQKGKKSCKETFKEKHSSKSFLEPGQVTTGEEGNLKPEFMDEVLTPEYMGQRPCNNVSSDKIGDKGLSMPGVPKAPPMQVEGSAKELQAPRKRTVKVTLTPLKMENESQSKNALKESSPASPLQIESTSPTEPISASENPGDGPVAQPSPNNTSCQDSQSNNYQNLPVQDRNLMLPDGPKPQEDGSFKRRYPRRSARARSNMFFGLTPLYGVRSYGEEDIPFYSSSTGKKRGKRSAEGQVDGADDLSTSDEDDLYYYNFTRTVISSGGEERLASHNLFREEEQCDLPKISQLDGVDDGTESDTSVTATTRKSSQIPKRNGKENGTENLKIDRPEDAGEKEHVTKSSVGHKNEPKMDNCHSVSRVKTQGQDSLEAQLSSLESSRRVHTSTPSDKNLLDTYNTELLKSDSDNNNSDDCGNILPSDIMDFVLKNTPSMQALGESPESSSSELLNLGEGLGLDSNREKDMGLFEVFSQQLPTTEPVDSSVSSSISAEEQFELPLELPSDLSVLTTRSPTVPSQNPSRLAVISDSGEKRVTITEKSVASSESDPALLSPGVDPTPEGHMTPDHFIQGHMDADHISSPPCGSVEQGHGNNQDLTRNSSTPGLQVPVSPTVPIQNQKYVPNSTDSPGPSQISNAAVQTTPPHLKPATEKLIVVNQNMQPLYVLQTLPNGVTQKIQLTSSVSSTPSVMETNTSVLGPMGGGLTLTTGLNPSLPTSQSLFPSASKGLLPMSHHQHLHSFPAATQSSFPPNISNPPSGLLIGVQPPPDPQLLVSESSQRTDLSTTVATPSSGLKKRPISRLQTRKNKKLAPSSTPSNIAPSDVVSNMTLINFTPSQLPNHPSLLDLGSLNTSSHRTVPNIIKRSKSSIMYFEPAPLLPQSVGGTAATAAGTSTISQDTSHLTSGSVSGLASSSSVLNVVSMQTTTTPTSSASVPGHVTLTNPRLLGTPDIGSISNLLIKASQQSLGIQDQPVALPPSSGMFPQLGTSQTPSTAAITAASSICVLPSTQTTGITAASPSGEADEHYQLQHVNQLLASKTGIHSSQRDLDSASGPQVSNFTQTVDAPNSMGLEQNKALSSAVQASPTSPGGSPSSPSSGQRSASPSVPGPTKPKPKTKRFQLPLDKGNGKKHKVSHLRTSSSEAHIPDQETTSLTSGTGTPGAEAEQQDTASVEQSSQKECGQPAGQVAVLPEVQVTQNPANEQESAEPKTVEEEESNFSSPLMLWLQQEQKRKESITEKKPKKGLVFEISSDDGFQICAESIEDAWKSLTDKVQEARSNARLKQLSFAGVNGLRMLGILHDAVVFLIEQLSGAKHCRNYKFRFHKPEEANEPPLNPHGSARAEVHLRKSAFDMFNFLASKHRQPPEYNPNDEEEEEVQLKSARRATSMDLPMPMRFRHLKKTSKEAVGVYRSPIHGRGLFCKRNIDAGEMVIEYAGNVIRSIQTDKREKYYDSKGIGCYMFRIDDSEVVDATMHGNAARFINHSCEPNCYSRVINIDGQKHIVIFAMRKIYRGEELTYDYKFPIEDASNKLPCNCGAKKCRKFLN
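Purified MLL-CXXC (added from a 7 uM solution) was preincubated 5 min at ambient with pinned compounds in 50 mM Tris-HCl pH 7.5, 50 mM NaCl, 1 mM DTT, 0.05% BSA. Fluorescein-labeled HOX-A9 DNA (50 nM solution) followed, 30 min, then polarization read.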
Chronic BCR inh: blocks chronic active B-cell receptor signaling; ABC-DLBCL IkBa-CBG/CBR reporter, luminescence ratio, 4 h; Potency, µM (titrated, usually from 46.1 µM), for inactives: at the top dose ratio change, negative = lower green/red ratio, actives largely listed as inhibitors; 340,000 compounds, 0.05% hits; AID 493014; active = well fitted inhibition curve with a large enough effect in the signal ratio, with a control signal flat, not every such curve was filed as active; inconclusive = small, poorly fitted or top-dose-only effect, or effect the other way, or a change in a side signal; the % refers to the signal ratio;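 also: potency is read from the fitted curve at half-maximal effect; plate controls were basal doxycycline-induced cells for no effect and cells given 10 µM MG132 for full effect; MG132 reads +100%, hits lower the ratio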
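TMD8 human ABC-DLBCL cells with doxycycline-inducible IκBα–green luciferase fusion and unfused red luciferase, in 0.5% FBS medium; compounds up to 46 uM, 4 h at 37C. Green/red luminescence ratio, filter-overlap corrected, fitted to concentration-response curves.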
Numbers without * were called inactive; ? = inconclusive; . = no result given; [ ] = another dose, or the depositor's remark. Unless noted, calls follow the shape of the dose curve; as a rule, active = well fitted curve in the direction sought with a large enough effect; inconclusive = small, poorly fitted or top-dose-only effect, or another doubt; inactive = no such curve, though single readings can be large; an effect the other way counts as inactive or inconclusive.

SMILES	TCR act	Giardia kill	Tb PFK inh	A-T KAP1 phos	FBPA coupling cs	hERG WT inh	TSHR antag	GALK inh	MLL CXXC-DNA inh	Chronic BCR inh
CCCC(=O)N1CCN(c2nc3c(OC)ccc(Cl)c3s2)CC1	-9%	29	-8%	0%	3	-38	-18	4%	-1%	9%
CCCCC#Cc1cncc(C(=O)N/N=C/c2ccccc2)c1	1%	17	0%	1%	0	1	-2	4%	-4%	?
CC(C)N1CCc2c(sc(NC(=O)c3cc(-c4cccs4)nc4ccccc34)c2C(N)=O)C1	-4%	19	-4%	8%	-1	3	-19	.	60%[activator]	?
O=C(NCCc1ccc(F)cc1)c1cc([N+](=O)[O-])ccc1N1CCOCC1	1%	-2	8%	-13%	.	13	18	.	.	11%
O=C(NCc1ccc(C(F)(F)F)cc1)C12CN(Cc3ccccc3)CC1C(c1cccc([N+](=O)[O-])c1)=NO2 (stereo not given)	7%	7	-9%	-4%	-8	-15	-13	0%	13%	15%
Cc1ccc2nc(Cl)c(/C=N/NC(=O)c3ccccc3O)cc2c1	3%[46.1 µM]	-5	3%	2%	0	-2	-31	0%	-4%	?
CC1(C2CC2)NC(=O)N(CC(=O)Nc2ccc(F)cc2F)C1=O (stereo not given)	2%	-10	-5%	-11%	.	15	-11	.	.	0%
Cc1[nH]nc(Nc2ccccc2)c1[N+](=O)[O-]	-2%	6	0%	-5%	0	-7	5	0%	-28%	0%
Cc1ccc(C(=O)N2CCN(C(=O)C3CCCO3)CC2)cc1 (stereo not given)	1%	-6	-4%	2%	.	-4	-3	.	.	2%
COC(=O)c1ccc(NCCC(=O)O)cc1	7%[46.1 µM]	-13	-6%	-7%	2	0	2	2%	4%	-1%
O=C(CN1CCN(Cc2ccccc2)C1=O)NCCCN1CCOCC1	5%	7	3%	5%	2	12	23	2%	16%	18%
COc1ccccc1N1CCN(C(=O)c2cc(=O)c3cc(C)cc(C)c3o2)CC1	-1%	7	-1%	-20%	1	-7	-2	-1%	14%	?
COc1cccc(CNC(=O)C(=O)NCC2CCCO2)c1 (stereo not given)	-5%[46.1 µM]	2	5%	-4%	0	-2	6	2%	5%	?
Cc1ccc(CNC(=O)CCNC(=O)c2ccco2)cc1	3%	-2	-5%	0%	1	1	-7	0%	-3%	8%
COc1ccccc1C(CNc1nc(C(F)(F)F)nc2ccccc12)N(C)C (stereo not given)	0%	-12	-2%	-3%	1	3	0	12%	0%	?
Cn1c(=O)c2c(nc(-n3ccnc3)n2Cc2ccccc2)n(C)c1=O	2%	10	-21%	15%	9	-7	11	3%	14%	-2%
N#CCC(=O)Nc1ccc(C(=O)NCC(c2ccco2)N2CCCCC2)cc1 (stereo not given)	2%	5	-2%	4%	1	-6	2	-2%	49%[activator]	0%
CCCOc1cccc(NC(=O)c2cc(C)oc2C)c1	5%	-7	-1%	0%	-1	-2	-19	0%	1%	?
S=C(NCc1ccccc1)NCc1ccc2c(c1)OCO2	2%[46.1 µM]	-3	9%	2%	1	-4	5	-2%	16%	?
CC(C)CN(C(=O)c1cccc(S(=O)(=O)N2CCN(Cc3ccccc3)CC2)c1)C1CCS(=O)(=O)C1 (stereo not given)	3%	-1	14%	-3%	.	-3	.	.	.	?
O=C1CSC(c2cn(-c3ccccc3)nc2-c2cccs2)N1Cc1ccccc1 (stereo not given)	.	.	-7%	4%	1	.	4	-1%	-7%	-4%
CCOC(=O)C1CCN(C(=O)COc2ccc3c(c2)OCO3)CC1	-7%	2	2%	-5%	-1	0	-1	1%	-1%	?
CC(C)COc1ccc(-c2nnn(CC(=O)N3CCCC3)n2)cc1	1%	11	-3%	5%	2	-1	7	-2%	2%	0%
COc1ccc(C(=O)c2c(-c3ccc(OC)cc3)oc3ccccc23)cc1	-7%	?	1%	2%	.	-13	-19	.	.	?
Cc1cccc(CC2SC(N)=NC2=O)c1 (stereo not given)	-2%	12	0%	-1%	-2	32	14	2%	7%	1%
CC(/C=N/NC(=O)c1cc(-c2ccc(C)o2)[nH]n1)=C\c1ccccc1	1%[46.1 µM]	?	-1%	10%	1	.	-1	-2%	4%	11%
Cn1c(CO)cnc1SCc1ccc(F)cc1	2%	4	-4%	-2%	-5	14	3	1%	3%	2%
CC(C)CCSc1ncnc2c1oc1nc3c(cc12)COC(C)(C)C3	4%	4	2%	-1%	0	1	-5	-4%	10%	?
Clc1ccc(/C=N/c2c(-c3ccco3)nc3ccccn23)cc1	-2%	-1	-3%	3%	-28	-9	-10	-1%	-8%	?
CCCCc1nc2cc(C(=O)NCc3ccccn3)ccc2o1	-7%	13	-1%	-5%	-1	2	2	3%	-1%	0%

Copied from the list.
Under GALK inh, CC(/C=N/NC(=O)c1cc(-c2ccc(C)o2)[nH]n1)=C\c1ccccc1 shows -2%
Under TSHR antag, CCOC(=O)C1CCN(C(=O)COc2ccc3c(c2)OCO3)CC1 shows -1

Later entries.
SMILES	TCR act	Giardia kill	Tb PFK inh	A-T KAP1 phos	FBPA coupling cs	hERG WT inh	TSHR antag	GALK inh	MLL CXXC-DNA inh	Chronic BCR inh
COc1ccc(N=C2SC(CC(=O)Nc3ccc(OC)cc3OC)C(=O)N2C)cc1 (stereo not given)	6%	3	14%	-1%	-2	-6	2	1%	-5%	-6%
Cn1ccnc1SCC(=O)N1CCc2ccccc21	0%	-22	0%	0%	.	-6	8	-3%	26%	-17%
Cc1ccc(Cl)cc1NC(=S)N1CCC(c2ccccc2)C1 (stereo not given)	-1%	-7	-4%	3%	-1	-12	3	8%	-7%	?
O=C(C1=C[C@H](c2ccc(Br)cc2)C[C@H](OCc2ccc(CO)cc2)O1)N1CCOCC1	8%	13	-1%	3%	4	0	5	9%	3%	-5%
CCCCN(C)S(=O)(=O)c1ccc(C(=O)Nc2nnc(C3=COCCO3)o2)cc1	2%	-4	3%	0%	0	-3	-11	1%	8%	0%
O=C(O)CCCC(=O)N1N=C(c2ccccc2)CC1c1ccc2nccnc2c1 (stereo not given)	-4%[46.1 µM]	8	3%	3%	6	-6	16	-2%	-3%	0%
CNC[C@@H]1Oc2ccc(NC(=O)Nc3cccc4ccccc34)cc2C(=O)N([C@@H](C)CO)C[C@@H]1C	.	.	-3%	-9%	.	.	31	.	.	?
Cc1nc(N2CCN(Cc3ccccc3)CC2)c(C#N)c2c1COC(C)(C)C2	-1%[46.1 µM]	-14	6%	3%	0	1	16	0%	-3%	8%
O=C(OCC(=O)N1CCN(C(=O)c2ccco2)CC1)c1ccc(S(=O)(=O)N2CCCCC2)cc1	1%	-5	1%	3%	1	-13	0	6%	2%	?
CCOC(=O)CC1=C(C(=O)OCC)C(c2cccnc2)C(C#N)=C(N)O1 (stereo not given)	-15%	-21	1%	13%	2	-13	41	-2%	-14%	?
Cc1cc2oc(=O)cc(CN3CCOCC3)c2cc1C	-4%	15	-2%	1%	1	-14	2	-3%	-2%	3%
O=C(CNC(=O)c1ccc(S(=O)(=O)N2CCCC2)cc1)N/N=C/c1ccc(Cl)cc1	0%[46.1 µM]	7	-1%	-10%	0	16	0	0%	-4%	6%
Cc1ccc(NC(=S)NCC2CCN(C(C)c3ccccc3)C2)cc1 (stereo not given)	-3%	7	1%	0%	0	11	6	0%	0%	?
CCOc1ccc(N)c(SSc2cc(OCC)ccc2N)c1	5%	-19	-19%	-10%	-1	-13	-3	.	?	?
Cc1cc(C)n(-c2nc3c(c(=O)[nH]c(=O)n3C)n2CC(O)COc2ccccc2C)n1 (stereo not given)	0%	3	0%	-1%	3	21	1	8%	4%	0%
Cc1ccc(C2CC2c2n[nH]c(=S)n2-c2ccc(Cl)cc2)cc1 (stereo not given)	10%	15	1%	17%	11	10	4	1%	-6%	?
COc1ccc(C(=O)NC(NC(=O)c2ccc(OC)c(OC)c2)c2ccccc2F)cc1OC	-4%	-13	-1%	6%	7	10	10	.	9%	?
Cc1ccc(OCC(=O)NNC(=O)C2CSC3(C)CCC(=O)N23)cc1C (stereo not given)	0%	-3	0%	-3%	.	11	-11	.	.	?
CN(C)CCCN(C(=O)c1ccc([N+](=O)[O-])s1)c1nc2cc3c(cc2s1)OCCO3	3%	4	1%	6%	-6	-3	-4	-7%	?	-4%
CCOc1cccc(C2/C(=C(/O)c3ccc4c(c3)CC(C)O4)C(=O)C(=O)N2CCN2CCOCC2)c1 (stereo not given)	1%	-10	0%	3%	7	0	-2	7%	9%	-10%
Cc1nc2nc3c(cn2n1)C(=O)CC(c1ccccc1)C3 (stereo not given)	1%	12	1%	.	-17	5	28	2%	-6%	-1%
S=C(c1c[nH]c2ccc(Br)cc12)N1CCOCC1	2%	11	3%	5%	1	1	-32	0%	-14%	-4%
